NPYLR7 agonist – activates Aedes aegypti NPYLR7 receptor; 0.15% of 270,000 active; AID 1259423; activation, % at 10 µM; HEK293T NPYLR7/Galpha15, GCaMP6s calcium fluorescence; in the data active = activation above about 40%;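 also: 0% = vehicle and 100% = reference agonist at the receptor; some compounds past the cut are filed as inactive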
mcGAS inh – blocks mouse cGAS activity; Q8C6L5; recombinant cGAS, Kinase-Glo ATP depletion luminescence; inhibition, % at 12.5 µM; 0.15% of 160,000 active;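 also: 0% = negative control wells and 100% = reference inhibitor with no enzyme activity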
hcGAS inh – blocks human cGAS activity | Q8N884 | recombinant h-cGAS, ATP depletion, Kinase-Glo luminescence | inhibition, % at 12.5 µM | 0.081% of 290,000 active;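 also: 0% = vehicle reaction and 100% = reaction without DNA for no activity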
Target sequence (Q8N884 whole entry, looked up): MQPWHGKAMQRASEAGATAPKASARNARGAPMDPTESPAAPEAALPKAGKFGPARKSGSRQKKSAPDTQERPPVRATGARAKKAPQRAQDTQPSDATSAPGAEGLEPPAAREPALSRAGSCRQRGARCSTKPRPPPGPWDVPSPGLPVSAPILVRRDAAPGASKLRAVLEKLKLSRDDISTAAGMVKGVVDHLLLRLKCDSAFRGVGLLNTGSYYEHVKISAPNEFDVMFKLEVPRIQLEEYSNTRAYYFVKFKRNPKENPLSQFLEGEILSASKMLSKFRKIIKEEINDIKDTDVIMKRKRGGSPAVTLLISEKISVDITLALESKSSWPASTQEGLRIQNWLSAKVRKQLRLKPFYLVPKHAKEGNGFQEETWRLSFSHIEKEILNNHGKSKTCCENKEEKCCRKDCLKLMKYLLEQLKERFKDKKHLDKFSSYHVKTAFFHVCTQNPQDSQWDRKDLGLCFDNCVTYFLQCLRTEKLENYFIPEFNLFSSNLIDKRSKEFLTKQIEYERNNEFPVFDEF
* = called active by the depositor; . = no result given; & = joins results of further samples. Rule as the data show it, unless noted: active = inhibition above about 40%; inactive = the rest.

CCC(C)NC(=O)c1cnc2ccc(C)cn2c1=O (centres undefined)
  NPYLR7 agonist = 4; mcGAS inh = -8; hcGAS inh = -9

Cc1ccc2oc3c(c(=O)c2c1)C(c1ccc(C(C)(C)C)cc1)N(c1nccs1)C3=O (centres undefined)
  NPYLR7 agonist = 6; mcGAS inh = .; hcGAS inh = -4

CC(O)Cc1c(C(=O)O)[nH][nH]c1=O (centres undefined)
  NPYLR7 agonist = 1; mcGAS inh = .; hcGAS inh = -1

COc1ccc(-c2c[nH]c(=S)n2-c2ccc(C)cc2)cc1
  NPYLR7 agonist = -10; mcGAS inh = -8; hcGAS inh = -3

CCC1=NOC(c2nc3scc(C(C)C)c3c(=O)[nH]2)C1 (centres undefined)
  NPYLR7 agonist = -21; mcGAS inh = .; hcGAS inh = -11

CC(CC(=O)C1C(C)C=CCC1(C)C)Nc1ccccc1 (centres undefined)
  NPYLR7 agonist = 2; mcGAS inh = .; hcGAS inh = -5

CCOc1ccccc1NC(=O)c1nnn(CC(=O)Nc2ccc(C)c(C)c2)c1N
  NPYLR7 agonist = -7; mcGAS inh = 0; hcGAS inh = -1

Cc1cc(OCC(=O)Nc2ccccc2F)nc(N2CCC(C)CC2)n1
  NPYLR7 agonist = 14; mcGAS inh = -4; hcGAS inh = -3

COc1ccc(CCN(C)C2CCCNC2)cc1OC (centres undefined)
  NPYLR7 agonist = 6; mcGAS inh = -13; hcGAS inh = -5

Cn1ccsc1=NC(=O)C1CC(=O)N(c2ccccc2Cl)C1 (centres undefined)
  NPYLR7 agonist = 2; mcGAS inh = .; hcGAS inh = -2

Some of the entries so far, tab-delimited.
canonical_smiles	NPYLR7 agonist	mcGAS inh	hcGAS inh
CC(O)Cc1c(C(=O)O)[nH][nH]c1=O (centres undefined)	1	.	-1
COc1ccc(-c2c[nH]c(=S)n2-c2ccc(C)cc2)cc1	-10	-8	-3
CCC1=NOC(c2nc3scc(C(C)C)c3c(=O)[nH]2)C1 (centres undefined)	-21	.	-11

Next part
Cc1cccc(-n2c(CNC(=O)Cc3ccccc3)nnc2SCC(=O)Nc2nnc(C)s2)c1
  NPYLR7 agonist = -8; mcGAS inh = .; hcGAS inh = -1

COc1c(C)cc(C(=O)N2CCOC(COc3ccc(Cl)c(C)c3)C2)cc1C (centres undefined)
  NPYLR7 agonist = 16; mcGAS inh = -3; hcGAS inh = -11

CCN(CC)c1cccc(OCC2CN(C(=O)c3cc(C)c(OC)c(C)c3)CCO2)c1 (centres undefined)
  NPYLR7 agonist = 15; mcGAS inh = .; hcGAS inh = -1

CCOC(=O)N1CCN(C(c2ccc(Br)cc2)C2Sc3nc(CC)nn3C2=O)CC1 (centres undefined)
  NPYLR7 agonist = -4; mcGAS inh = -6; hcGAS inh = -9

O=S(=O)(Nc1ccc(Br)cn1)c1ccc(F)cc1
  NPYLR7 agonist = 0; mcGAS inh = .; hcGAS inh = 1

Cc1cc(C)nc(NN=C2CCN(C(C)C)CC2)n1
  NPYLR7 agonist = 5; mcGAS inh = -4; hcGAS inh = -9&-5

CCOC(=O)C1CCN(C(=O)c2cc(-c3ccc(C)c(C)c3)nn2-c2ccc(Cl)c(Cl)c2)CC1
  NPYLR7 agonist = 3; mcGAS inh = -5; hcGAS inh = -7

COc1cc(/C=C2\C(=O)N(c3ccccc3)N=C2C)cc(OC)c1OC
  NPYLR7 agonist = -1; mcGAS inh = -4; hcGAS inh = -6

COCCN1C(=O)c2ccccc2[C@H](C(=O)N2C[C@@H](C)O[C@@H](C)C2)[C@@H]1c1cccnc1
  NPYLR7 agonist = -4; mcGAS inh = -4; hcGAS inh = -1

C=CCn1c(C)n[nH]c1=S
  NPYLR7 agonist = 7; mcGAS inh = .; hcGAS inh = -2

Structural class: the entries above containing a Cl atom
Cn1ccsc1=NC(=O)C1CC(=O)N(c2ccccc2Cl)C1 (centres undefined)
  NPYLR7 agonist = 2; mcGAS inh = .; hcGAS inh = -2

COc1c(C)cc(C(=O)N2CCOC(COc3ccc(Cl)c(C)c3)C2)cc1C (centres undefined)
  NPYLR7 agonist = 16; mcGAS inh = -3; hcGAS inh = -11

CCOC(=O)C1CCN(C(=O)c2cc(-c3ccc(C)c(C)c3)nn2-c2ccc(Cl)c(Cl)c2)CC1
  NPYLR7 agonist = 3; mcGAS inh = -5; hcGAS inh = -7

(list continues)
Cc1nn(C)c(C)c1CN(C(=O)CC1C=CS(=O)(=O)C1)C(C)C (centres undefined)
  NPYLR7 agonist = 0; mcGAS inh = .; hcGAS inh = 5

CCN(C(=O)Cn1c(CNC(=O)c2ccco2)nc2ccccc21)c1ccccc1
  NPYLR7 agonist = -6; mcGAS inh = .; hcGAS inh = -7

CC1=C(C(=O)N2CCCC(CCC(=O)Nc3ccc(C(F)(F)F)cc3)C2)OCCO1 (centres undefined)
  NPYLR7 agonist = 8; mcGAS inh = -10; hcGAS inh = -7

CC(=O)Cn1c(=O)c2c(nc3n(CCc4ccccc4)c(C)c(C)n23)n(C)c1=O
  NPYLR7 agonist = -2; mcGAS inh = .; hcGAS inh = -1

CCCc1cc(CN(C)c2nc(C)nc3sccc23)[nH]n1
  NPYLR7 agonist = -10; mcGAS inh = 1; hcGAS inh = -3

CCCCCOc1ccc(C(=O)NC/C=C(\C)CCC=C(C)C)cc1OCCCCC
  NPYLR7 agonist = -6; mcGAS inh = -4; hcGAS inh = -2

Cc1cnccc1CN(C)C(=O)c1ccnc(N)c1
  NPYLR7 agonist = 4; mcGAS inh = .; hcGAS inh = -10

O=C(CCNS(=O)(=O)c1ccc2c(c1)OCCCO2)Nc1ccccc1F
  NPYLR7 agonist = -1; mcGAS inh = -5; hcGAS inh = -5

Cc1c(CN(C)Cc2ccc(-n3cncn3)cc2)cnn1C
  NPYLR7 agonist = 6; mcGAS inh = -14; hcGAS inh = -5

CC(NC(=O)CC(c1cccc(C(F)(F)F)c1)c1cn(C)c2ccccc12)c1ccccc1 (centres undefined)
  NPYLR7 agonist = .; mcGAS inh = -10; hcGAS inh = -13

Reprinted from the part before: 2 entries, then new ones.
Cc1c(CN(C)Cc2ccc(-n3cncn3)cc2)cnn1C
  NPYLR7 agonist = 6; mcGAS inh = -14; hcGAS inh = -5

CC(NC(=O)CC(c1cccc(C(F)(F)F)c1)c1cn(C)c2ccccc12)c1ccccc1 (centres undefined)
  NPYLR7 agonist = .; mcGAS inh = -10; hcGAS inh = -13

CCOc1cc(CN2Cc3nc(N)nc(-c4ccccc4)c3C2)ccc1O
  NPYLR7 agonist = 18; mcGAS inh = -12; hcGAS inh = -7

CCC(C)NC(=O)CN(C)C(=O)c1csc(Nc2cccc(C(F)(F)F)c2)n1 (centres undefined)
  NPYLR7 agonist = .; mcGAS inh = -6; hcGAS inh = -9

O=C(NC(c1cccnc1)c1ccc2c(c1)OCO2)C1CCN(CCOc2ccc(Cl)cc2Cl)CC1 (centres undefined)
  NPYLR7 agonist = 11; mcGAS inh = -4; hcGAS inh = -1

COC(=O)c1cccc(CN2C(=O)C(C)Oc3ccc(C#N)cc32)c1 (centres undefined)
  NPYLR7 agonist = -6; mcGAS inh = .; hcGAS inh = 3

CN1C(=O)CC(N2CCN(C34CC5CC(CC(C5)C3)C4)CC2)C1=O (centres undefined)
  NPYLR7 agonist = .; mcGAS inh = -5; hcGAS inh = -7

O=C(C1CC1)N1CCN(C(=O)c2ncoc2C2CC2)[C@H]2CS(=O)(=O)C[C@H]21
  NPYLR7 agonist = .; mcGAS inh = -5; hcGAS inh = -10

COCC(=O)N1CCC2(CC1)C(=O)N(CC(=O)NCc1ccc(F)cc1)CN2c1ccccc1
  NPYLR7 agonist = 7; mcGAS inh = -3; hcGAS inh = -1

CC1CN(C(=O)c2cc3ccsc3n2CCCc2ccccc2)CCN1C(=O)c1ccc(F)cc1 (centres undefined)
  NPYLR7 agonist = .; mcGAS inh = 0; hcGAS inh = 0

Cn1ccnc1C(=O)NCCOc1ccccc1Cl
  NPYLR7 agonist = 1; mcGAS inh = .; hcGAS inh = -1

CC(=O)Nc1cccc(NC(=O)c2cccn(OCc3ccccc3F)c2=O)c1
  NPYLR7 agonist = 4; mcGAS inh = -7; hcGAS inh = -6

Further entries:
Second line of a record – NPYLR7 agonist	mcGAS inh	hcGAS inh
> CCCCCC(=O)Nc1sc2c(c1C(N)=O)CCC2
    24	.	-3
> CCCC(=O)Nc1nnc(CC(=O)N/N=C\c2ccccc2O)s1
    -2	-4	-5
> CC(C)c1cc(C(=O)N(C)Cc2ccsc2)c2ccccc2n1
    7	.	-5
> COCCCNC(=O)N1CCc2c(c(C(=O)N3CCCC3)nn2C)C1
    .	-6	-11
> COc1cccc(NC(=O)Nc2ccc(N3CCN(c4ccccc4OC)CC3)c(C(=O)NC(C)C)c2)c1
    2	-6	-10
> CSCc1ccc(C(=O)N2CCCC(C(=O)c3ccc4ccccc4c3)C2)o1 (centres undefined)
    -1	.	-1
> N#Cc1ccc(OC(C(N)=O)c2ccc(F)cc2)c(Cl)c1 (centres undefined)
    12&7	.	-11&-17
> COc1ccc(/C=C2\C=C(c3ccccc3)N(c3ccc(C(C)(C)C)cc3)C2=O)cc1
    -3	3	-1
> CCOC(=O)c1sc(NC(=O)CSC(=O)N(CC)CC)c(C(=O)OCC)c1C
    -4	2	-3
> NC(=O)CCN(C(=O)COc1cccc(F)c1)c1ccc(F)cc1
    4	-6	-4
> Cc1cccc(Cc2nc3c(c(N4CCOCC4)n2)CN(C(=O)c2cccc(Br)c2)CC3)c1
    -4	-4	-9
> NC(=O)C1CCCCN1Cc1cccc2ccccc12 (centres undefined)
    0	.	-8
> CC(C)CC(=O)N(Cc1ccco1)Cc1nccn1Cc1ccc(C(F)(F)F)cc1
    15	-3	-1
> Cn1c(=O)[nH]c(=O)c2c1nc(N1CCN(Cc3ccccc3)CC1)n2CCCc1ccccc1
    8	-7	-7
> CC(C)CN1N=C(c2ccc(F)cc2)Cn2c1nc1c2c(=O)n(CC(C)C)c(=O)n1C
    4	-1	0

The results go on.
Second line of a record – NPYLR7 agonist	mcGAS inh	hcGAS inh
> Cn1c(=O)c2c(ncn2CC(=O)N2CCOC(COc3ccccc3)C2)n(C)c1=O (centres undefined)
    11	1	3
> CC(C)c1nc(SC2CCCCNC2=O)nn1-c1ccccc1 (centres undefined)
    2	.	-8
> CC(C)(C)n1nc2c(c1NC(=O)c1cccc3ccccc13)CS(=O)C2 (centres undefined)
    -3	.	-5
> Cc1ccc(C(=O)NC2CCN(c3ccccc3C(=O)N3CCCC3)CC2)cc1
    9	-6	-8
> C/C(=C\c1ccccc1)CN1CCCC(CN2CCCC2=O)C1 (centres undefined)
    2	-10	-3
> Cc1cc(NC(=O)CCl)ccc1N1CCCC1
    5	1	0
> Cc1ccc2nc(N(CCN(C)C)C(=O)C3=COCCO3)sc2c1
    -4	-8	-7
> Cc1n(CC(=O)c2ccc(Br)cc2)c2ccccc2[n+]1C
    -2	-1	3
> COCCn1c(=O)c2c(nc3n2CC(C)CN3c2ccccc2)n(C)c1=O (centres undefined)
    .	-9	-5
> CCOC(=O)c1nn(-c2ccc(C)cc2)c(=O)cc1N1CCCC1
    9	.	-6
> Cc1ccc(S(=O)(=O)N2CCCCC2CCNC(=O)Nc2cccs2)cc1 (centres undefined)
    -1	.	-15
> COC(=O)C(NC(=O)c1scnc1C)c1ccc(C)cc1 (centres undefined)
    2	.	-4
> CCOc1ccccc1NC(=O)NCC1CCN(c2nc(Cc3ccc(C)cc3)ns2)CC1
    6	-5	-2
> CCOC(=O)C1CCN(C(=O)c2ccc(CSc3nc(C)cc(N4CCN(Cc5ccc6c(c5)OCO6)CC4)n3)o2)CC1
    -10	0	-2
> CN(C)C[C@@H]1CN(C(=O)CCc2csc(N)n2)C[C@@H]1CO
    .	-6	-11

Other entries.
Second line of a record – NPYLR7 agonist	mcGAS inh	hcGAS inh
> COc1ccc(C(=O)O)cc1S(=O)(=O)N(C)Cc1sccc1C
    6	.	4
> COC(=O)CCc1c(C)nn(-c2nc(C)cc(=O)[nH]2)c1C
    -3	.	-6
> Cc1cc(C)n(Cc2cc(C(=O)N(C)CCc3ccccn3)n[nH]2)n1
    9	-19	-6
> C=CCNC(=O)CCCCCn1c(=O)[nH]c2ccsc2c1=O
    0	.	2
> C[C@@H]1CC2C3C[C@H](F)C4=CC(=O)C=C[C@]4(C)[C@@]3(F)[C@@H](O)C[C@]2(C)[C@@]1(O)C(=O)CO (some centres undefined)
    1	.	-4
> Cc1sc2ncnc(N(C)CCCc3nccn3C)c2c1C
    -2	-10	1
> COc1ccc(F)cc1CS(=O)C(C)c1ccccc1F (centres undefined)
    1	.	-14
> COc1ccc(-n2cc(CNCc3ccc4c(c3)OCO4)c(-c3ccccc3Cl)n2)cc1
    15&-2	-11&0	-7&6
> CCOc1ccc(CN2CCN(Cc3ccc(OC)c(C)c3C)C(CCO)C2)cc1CO (centres undefined)
    3	-5	-3
> CC(c1ccccc1)N(Cc1cc(NC(=O)Nc2ccc(C(F)(F)F)cc2)ccc1N(C)C)C(=O)C(C)(C)C (centres undefined)
    19	-8	-4
> Cc1ccc(CN(C)C(=O)NCC(C)(C)S(C)(=O)=O)s1
    2	.	-6
> O=C(NC1CC(=O)N(Cc2cccc(F)c2)C1)C(=O)N1CCOCC1 (centres undefined)
    9	.	-3

Structural class: those above with bromine (4)
Second line of a record – NPYLR7 agonist	mcGAS inh	hcGAS inh
> CCOC(=O)N1CCN(C(c2ccc(Br)cc2)C2Sc3nc(CC)nn3C2=O)CC1 (centres undefined)
    -4	-6	-9
> O=S(=O)(Nc1ccc(Br)cn1)c1ccc(F)cc1
    0	.	1
> Cc1cccc(Cc2nc3c(c(N4CCOCC4)n2)CN(C(=O)c2cccc(Br)c2)CC3)c1
    -4	-4	-9
> Cc1n(CC(=O)c2ccc(Br)cc2)c2ccccc2[n+]1C
    -2	-1	3

Bioassay records as filed in PubChem BioAssay.

The order is random; about 0.27% have a hit in one of these screens.
